Screening results (PubChem BioAssay)
VP16 counter = counter-screen for ROR gamma inhibitors: Gal4-VP16 reporter | Drosophila S2 Gal4-VP16 UAS-luciferase, luminescence, 20 h | Potency, µM (highest dose often 53.6 µM), inactives show top-dose activity, negative = inhibition, usual class: inhibitors | hit rate 3.5% among 310,000 | AID 2546;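 note: Gal4-VP16 expression switched on by copper sulfate through the metallothionein promoter; potency is the fitted concentration of half-maximal effect; % is set by controls: 0 for no effect and ±100 for the full control effect; nearly all actives have a fitted effect of over 50% in size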
Menin-MLL TR inh = inhibitors of human menin-MLL interaction, mutant MLL peptide | O00255 | hit rate 0.23% among 270,000 | Menin + Texas Red MLL mutant peptide, fluorescence polarization | Potency, µM (top dose mostly 61.6 µM), for inactives: at the top dose FP activity change, negative = inhibition, actives largely listed as inhibitors; active = well fitted inhibition curve with a large enough effect in the polarisation, with a control signal flat, not every such curve was filed as active; inconclusive = small, poorly fitted or top-dose-only effect, or effect the other way, or a change in a side signal; inactive = no such curve, though single readings can be large or run the other way; the % refers to the polarisation; note: potency is the fitted concentration of half-maximal effect; % of control where 0% means no effect; many of its hits are not listed in these tables
Target sequence (O00255 whole entry, looked up): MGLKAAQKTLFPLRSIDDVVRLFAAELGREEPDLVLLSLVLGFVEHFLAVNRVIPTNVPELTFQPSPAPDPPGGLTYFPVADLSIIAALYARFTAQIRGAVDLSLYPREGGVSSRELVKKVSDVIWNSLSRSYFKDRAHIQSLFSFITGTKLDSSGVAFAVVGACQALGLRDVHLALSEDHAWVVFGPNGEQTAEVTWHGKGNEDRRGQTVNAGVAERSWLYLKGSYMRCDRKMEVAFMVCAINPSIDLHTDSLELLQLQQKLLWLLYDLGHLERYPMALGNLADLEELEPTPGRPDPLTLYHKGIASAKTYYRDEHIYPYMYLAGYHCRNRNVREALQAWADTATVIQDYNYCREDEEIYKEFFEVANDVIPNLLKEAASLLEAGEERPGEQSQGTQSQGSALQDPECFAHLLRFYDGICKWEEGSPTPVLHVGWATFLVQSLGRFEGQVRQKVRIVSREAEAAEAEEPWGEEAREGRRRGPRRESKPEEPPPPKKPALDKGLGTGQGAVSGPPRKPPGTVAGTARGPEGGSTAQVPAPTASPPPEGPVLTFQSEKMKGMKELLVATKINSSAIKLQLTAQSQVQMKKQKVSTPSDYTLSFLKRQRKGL
RORgamma inh = ROR gamma (mouse) transcription inhibition; Potency, µM (top dose mostly 53.6 µM), inactives show at the top dose activity change, negative = inhibition, actives largely listed as inhibitors; Drosophila S2 Gal4-RORgamma UAS-luciferase reporter, 20 h; AID 2551; hit rate 5.4% among 310,000; note: potency is the fitted concentration of half-maximal effect; % is set by controls: 0 for no effect and ±100 for the full control effect; nearly all actives have a fitted effect of over 60% in size
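Luciferase reporter read in Schneider cells carrying Gal4-RORγ (mouse) and UAS-Photinus luciferase; cells given compound 1 h before 700 uM copper sulfate induction, then incubated 20 h at ambient temperature.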
FLuc counter = inhibits or activates purified firefly luciferase, miR-21 counter-screen; purified FLuc, Km substrates, luminescence inhibition; Potency, µM (series often up to 57.5 µM), for inactives: at the highest dose activity change, negative = inhibition, usual class: inhibitors; hit rate 6.9% among 360,000; AID 588342;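 note: potency is the fitted concentration of half-maximal effect; plate controls were vehicle for no effect and reference inhibitor for full effect; nearly all actives have a fitted effect of over 55% in size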
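Purified P. pyralis luciferase (10nM final) with 10uM D-luciferin and 10uM ATP (Km levels) in 50mM Tris acetate pH 7.5, 10mM Mg acetate, 0.01% Tween-20, 0.05% BSA; qHTS 6-point titration, ~60 µM downward; luminescence read.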
PKM2 act = activators of human pyruvate kinase M2; hit rate 0.34% among 260,000; Potency, µM (top dose mostly 57.5 µM), without a hit: at the top dose activation, most hits filed as activators; P14618; AID 1631; purified PKM2, Kinase-Glo ATP luminescence, activation; response scale: 0% is enzyme alone, no compound; note: potency is the fitted concentration of half-maximal effect; % is set by controls: 0 for no effect and ±100 for the full control effect; nearly all actives have a fitted effect of over 55% in size
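Purified hPK-M2 (>95% pure) converted ADP (0.1 mM final) to ATP with 0.5 mM PEP in 50 mM imidazole pH7.2, KCl, MgCl2, Tween 20, BSA; 1 h at room temperature. ATP detected by Kinase-Glo luminescence.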
p53 reactivation = restores transcriptional activity of mutant p53. H1299 p53-A138V BP100-luciferase reporter, luminescence, 24 h. Potency, µM (series often up to 92.2 µM), for inactives: at the highest dose activity change, positive = activation, hits mostly activators. hit rate 0.063% among 320,000. AID 504706; note: potency is the fitted concentration of half-maximal effect; % of control where 0% means no effect; nearly all actives have a fitted effect of over 45% in size
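p53-null H1299 cells stably carrying temperature-sensitive p53-A138V and a BP100-luciferase reporter were pinned with compounds (4-point, 1:5 series) and held 24 hrs at 37 deg C. Luminescence was read 10 min after detection reagent.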
ELG1 genotox = inducers of genotoxicity in HEK293T ELG1-luciferase cells; HEK293T ELG1-luciferase reporter, luminescence, 16 h; Potency, µM (series often up to 46 µM), inactives show at the highest dose activity change, positive = activation, most hits filed as activators; hit rate 1.3% among 330,000; note: potency is the fitted concentration of half-maximal effect; % of control where 0% means no effect; nearly all actives have a fitted effect of over 60% in size
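HEK293T cells expressing luciferase-tagged ELG1 were exposed to compound or DMSO vehicle for 16 hr at 37 °C and 5% CO2. Luciferase activity was then measured with ONE-Glo after 30 min at room temperature.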
Giardia kill = kills Giardia lamblia; Giardia lamblia trophozoite viability; activity change, % at 7.66 µM, hits read low; hit rate 0.15% among 340,000; AID 540267; in the data active = activity change below about -80%; inconclusive = between about -30% and that limit;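 note: parasites exposed to compound for two days anaerobically before the ATP read; % is set by controls: 0 for no effect and ±100 for the full control effect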
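Viability, read as ATP luminescence: trophozoites at 100 cells/well, compound added, 48 hrs anaerobic at 37 deg C, then 15-30 min room-temperature development before reading.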
BRCA1 expr up = BRCA1 expression activation. MCF7-BRCA1-FFLuc reporter, luminescence, 48 h; response scale: scaled: vehicle 0%, 10 µM genistein 100%. Potency, µM (doses to about 46.1 µM), inactives show top-dose activation, most hits filed as activators. hit rate 1.1% among 380,000; note: potency is the fitted concentration of half-maximal effect; nearly all actives have a fitted effect of over 80% in size; some results filed as inactive show a strong effect at the top dose
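First, MCF7-BRCA1-FFLuc cells (2000/well) attach for 2 h; next, compounds are pin-added and incubated 48 h at 37 °C; finally, luciferase reagent is added and luminescence read after 15 min.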
NPC1 prom act = NPC1 promoter activation | Huh7 NPC1 promoter luciferase reporter, 24 h | Potency, µM (top dose mostly 9.22 µM), for the others: at the top dose activation, usual class: activators | hit rate 2.4% among 320,000 | AID 485313;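 note: potency is the fitted concentration of half-maximal effect; % of control where 0% means no effect; nearly all actives have a fitted effect of over 60% in size; reporter is driven by a mutant NPC1 promoter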
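Compounds in DMSO were transferred onto Huh7 NPC1-luciferase reporter cells pre-incubated 2 h; after 24 h at 37 °C, Amplite reagent was dispensed and luminescence recorded 10 min later.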
Rab9 promoter act = activators of Rab9 promoter. Huh7 Rab9 promoter-luciferase reporter, luminescence, 24 h. Potency, µM (titrated, usually from 9.22 µM), without a hit: at the top dose activation, negative = inhibition, hits mostly activators. hit rate 2.8% among 320,000. AID 485297; note: potency is the fitted concentration of half-maximal effect; % of control where 0% means no effect; nearly all actives have a fitted effect of over 60% in size
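Huh7 cells stably carrying a Rab9 promoter-luciferase reporter, 1500 cells per well in OP-MEM I with 10% FBS, treated with compound 24 hours at 37C. Luciferase activity read by luminescence after 10 minutes with Amplite reagent.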
The depositor's hits bear a star; u = inconclusive; x = no result given; [ ] = dose if it differs, or a comment. Unless noted, calls come from the whole dose curve; as a rule, active = well fitted curve in the direction sought with a large enough effect; inconclusive = small, poorly fitted or top-dose-only effect, or another doubt; inactive = no such curve, though single readings can be large; an effect the other way counts as inactive or inconclusive.

SMILES,ELG1 genotox,PKM2 act,NPC1 prom act,p53 reactivation,Menin-MLL TR inh,FLuc counter,Giardia kill,Rab9 promoter act,BRCA1 expr up,RORgamma inh,VP16 counter
Cc1ccc(C(=O)NCCn2ccc3ccccc32)cc1[N+](=O)[O-],-3%,2%,21%,24%,7%,-18%,3,21%,u,17%,4%
O=C1CCCC(O)=C1N=Nc1cccc(C(=O)O)c1,u,-8%,3.5µM*,-4%,9%,8.5µM*,13,2.2µM*,-10%,-22%,6%
O=S(=O)(c1ccccc1)c1nc(-c2cccs2)oc1NCCCn1ccnc1,1%,-5%,1%,-10%,-1%,-1%,1,-12%,-24%,-24%,4%
CCOC(=O)c1c(NC(=O)C2CCCO2)sc(C(=O)OC(C)(C)C)c1C (configuration not stated),7%,-9%,0%,3%,-11%,-14%,14,7%,22%,1%,-10%
COc1ccc(OC)c(N(CC(=O)Nc2ccccc2C(=O)NCc2ccco2)S(C)(=O)=O)c1,-2%,0%,-2%,-4%,3%,8%,3,-4%,-11%,15%,0%
COc1cc(/C=N/NC(=O)CC#N)cc(Br)c1O,0%,-2%,3%,-1%,-9%,3%,-11,13%,-3%,-1%,1%
Cc1ccc(C)c(Cn2nnc3c(=O)[nH]c(C4CCCN(S(=O)(=O)Cc5ccccc5)C4)nc32)c1 (configuration not stated),-5%,x,1%,-2%,x,5%,9,-1%,-13%,9%,-5%
O=c1/c(=C/c2ccccn2)sc2n1CN(c1ccccc1)CN=2,3%,-7%,1%,u,1%,u,-19,12%,-4%,u,5%
CC(=O)c1c(C)nn(C(=O)N2CCOCC2)c1C,-1%,-2%,-17%,1%,-3%,3%,5,7%,-4%,3%,-20%
O=C1COC(c2ccccc2)C2CCCCN12 (configuration not stated),0%,-3%,-3%,1%,-10%,-1%,3,-2%,-21%,u,-14%
COc1ccc(OC)c(NC(=O)COC(=O)/C=C/c2c(C)nn(C3CCS(=O)(=O)C3)c2Cl)c1 (configuration not stated),-3%,-17%,-2%,-2%,1%,-8%,18,-2%,5%,13%,-4%
Cc1ccccc1-n1c(=O)cc(NCc2ccc3c(c2)OCO3)[nH]c1=O,-2%,19%,0%,1%,5%,1%,-5,-4%,-1%,u,-3%
COc1ccc(/C=C/C(=O)c2cc3c(cc2N)OCO3)cc1,u,-35%,u,25%,u,2.1µM*,-15,u,-5%,-2%,4%
CC(C)NC(=O)COC(=O)c1ccc(S(=O)(=O)N2CCCC2)cc1,3%,1%,-2%,0%,-1%,1%,-3,2%,-11%,12%,-14%[10 µM]
O=S(=O)(Nc1cccc(-n2cnnn2)c1)c1cc(Cl)ccc1Cl,0%,12%,1%,13%,11%,0%,16,0%,-33%,-22%,-1%
CCN(C(=O)CSc1nc(-c2cccs2)nc2ccccc12)C1CCS(=O)(=O)C1 (configuration not stated),-2%,x,-1%,-8%,x,x,-5,-1%,-38%,x,x
C[C@H]1[C@H](C)CC[C@]2(C)CC[C@]3(C)C(=CC(=O)C4[C@@]5(C)CC[C@H](O)C(C)(C)C5CC[C@]43C)[C@H]12 (some centres not stated),-4%,x,-5%,-1%,x,3%,-22,4%,9%,x,x
CCOc1ccccc1N1CCN(C(=O)c2cc3c(C)cc(C)cc3[nH]2)CC1,-8%,x,-1%,5%,-16%,-1%,6,-2%,-67%,0%,-10%
COc1ccc(NC(=O)CN2CCC3(O)CCCCC3C2c2cc(OC)ccc2OC)cc1 (configuration not stated),-2%,1%,2%,-1%,-8%,3%,11,0%,-17%,25%,0%
O=C(NC1CCCCC1)NC1CC2CCC(C1)N2C(=S)NCc1ccco1 (configuration not stated),-3%,-3%,0%,-2%,8%,5%,3,0%,20%,9%,0%
CCOC(=O)c1c(N)c(C#N)c2n1CCCC2,3%,-7%,3%,4%,-14%,-4%,-4,5%,-26%,u,-2%
O=C(CN(C(=O)c1csnn1)c1ccc(F)c(Cl)c1)NC1CCCC1,-1%,-10%,0%,-7%,2%,2%,7,-1%,-3%,5%,-2%
Cc1cccc(NC(=S)N2CCC(NC(=O)c3ccco3)CC2)c1,-1%,-2%,-2%,3%,1%,1%,-3,-5%,8%,10%,5%
CC1=NNC(=O)C1CCC(=O)N/N=C/c1ccc(C)cc1 (configuration not stated),-6%,-7%,8%,2%,x,5%,-7,-11%,0%,0%,1%
O=C([C@H](Cc1ccccc1)N1C(=O)c2ccccc2C1=O)N1CCOCC1,2%,-4%,-5%,2%,3%,-1%,16,-1%,-3%,-13%,2%

Continued, starting with the last two of the part before.
SMILES,ELG1 genotox,PKM2 act,NPC1 prom act,p53 reactivation,Menin-MLL TR inh,FLuc counter,Giardia kill,Rab9 promoter act,BRCA1 expr up,RORgamma inh,VP16 counter
CC1=NNC(=O)C1CCC(=O)N/N=C/c1ccc(C)cc1 (configuration not stated),-6%,-7%,8%,2%,x,5%,-7,-11%,0%,0%,1%
O=C([C@H](Cc1ccccc1)N1C(=O)c2ccccc2C1=O)N1CCOCC1,2%,-4%,-5%,2%,3%,-1%,16,-1%,-3%,-13%,2%
CCn1c(SC(C)C)nnc1C1CCN(S(=O)(=O)c2ccc(OC)cc2)CC1,-2%,8%,-3%,-7%,-2%,-1%,7,-5%,2%,17%,-1%
O=C1C2C3c4ccccc4C(c4ccccc43)[C@@H]2C(=O)N1c1nc(-c2ccccc2)cs1 (some centres not stated),-5%,2%,-2%,1%,u,-3%,2,-5%,-19%,-15%,-10%
COCc1c(C(=O)N2CCN(Cc3ccc4c(c3)OCO4)CC2)oc2ccccc12,-7%,x,0%,3%,x,3%,18,-4%,-30%,x,x
Cc1nn(-c2ccc3nnc(Br)n3n2)c(C)c1Br,2%,4%,-1%,-6%,-4%,-1%,x,-2%,x,u,7%
CCOc1cc(C(=O)N2CCN(c3ccccn3)CC2)cc(OCC)c1OCC,-2%,4%[11.5 µM],-1%,26%,-17%,0%,15,3%,-38%,-37%,u
COc1ccc(NS(=O)(=O)c2csc(C(=O)N3CCCC3)c2)cc1,-2%,2%[0.46 µM],0%,-4%,7%,3%,-6,1%,2%,3%,-7%
CC(C)(C)c1ccc(OCCCN2CCCC2)cc1,1%,1%,5%,x,-14%,-2%,2,-5%,0%,9%,-3%
Cc1cc(NC(=O)Nc2ccccc2Cl)no1,7%,-1%[11.5 µM],19%,-16%,10%,15µM*,-13,28%,22%,19%,-12%
Cn1nc(C(=O)Nc2cccc(S(N)(=O)=O)c2)c2ccccc2c1=O,u,1%,0%,2%,x,-1%,-24,-1%,-43%,-11%,-19%
Cn1nc(C(=O)OCc2ccccc2F)c2ccccc2c1=O,0%,2%,-5%,4%,u,-12%,4,3%,-26%,2%,-22%
NNC(=O)CNC(c1ccccc1)c1cc(Br)ccc1NC(=O)c1ccc(Br)cc1 (configuration not stated),-2%,-10%,0%,-10%,-15%,-2%,1,8%,-75%,-1%,-3%
Clc1ccc(C2CC(c3cccs3)n3ncnc3N2)cc1Cl (configuration not stated),-6%,-2%,-9%,-3%,4%,2%,-7,-2%,-18%,-14%,18µM*
CSc1cccc(NC(=O)C2CCCN(S(=O)(=O)c3cnc[nH]3)C2)c1 (configuration not stated),-5%,2%,2%,3%,7%,1%,-26,-6%,22%,25%,0%
CC(C)(C)C1CCC(=O)N(CCC#N)CC1 (configuration not stated),2%,-3%,-1%,x,6%,-1%,-5,0%,15%,1%,1%
COc1ccc(N2CCN(C(=O)CCNC(=O)Cn3ccc4ccccc4c3=O)CC2)cc1,0%,-2%,1%,-2%,-4%,-3%,0,-6%,8%,-1%,-7%
CCC(C)NCCOCCSc1ccc(Cl)cc1 (configuration not stated),-1%,-1%,1%,-6%,-17%,1%,-3,-3%,-23%,-7%,-8%

An excerpt; count on the stated rates, not on these rows.
